Screening data from PubChem BioAssay.
SSB-PriA inh = inhibitors of Klebsiella pneumoniae PriA binding to SSB C-terminal tail. AlphaScreen SSBct-PriA binding, biotinylated peptide. 430,000 compounds, 0.6% hits. inhibition, % at 33 µM; in the data active = inhibition mostly above about 37%, no sharp cut-off; inactive = mostly below about 20%;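 also: plate controls were negative control peptide for no effect and reference peptide for full effect; strong numbers were not always called active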
* marks the source's active call; other numbers are inactive results; & = joins results of further samples.

Results for O=S(=O)(NCCNc1cc(-n2cccc2)ncn1)c1ccc2c(c1)OCCO2 ?
SSB-PriA inh: 8.0

How did C=CCn1c(N=Cc2ccc3c(c2)OCO3)nc2ccccc21 do in these assays?
SSB-PriA inh: -5.6

How did COc1ccc(C=NNC(=O)CN(C2=NS(=O)(=O)c3ccccc32)c2ccccc2)cc1OC do in these assays?
SSB-PriA inh: -17.5

What do the screens show for `COc1ccc(CC(=O)NCCOc2cc(C)cc(C)c2)cc1`?
SSB-PriA inh: -8.0

How did Cc1ccccc1-c1nc(C)c(CNC(=O)Cn2cncn2)s1 do in these assays?
SSB-PriA inh: 1.0

Results for Cc1ccc(Cl)c2sc(N(CCN(C)C)C(=O)c3ccn(C)n3)nc12 ?
SSB-PriA inh: 8.0

Results for C=CCc1cccc2cc(C(C)=O)c(=O)oc12 ?
SSB-PriA inh: -3.0

Results for Cc1ccc2c(c1)NC(C(=O)Nc1ccc(-c3ccccc3)cc1)NS2(=O)=O (stereo not given) ?
SSB-PriA inh: 3.0

What do the screens show for `Cc1cc(C)c2nc(N3C(=O)C(=O)C(=C(O)c4ccncc4)C3c3ccc(Br)cc3)sc2c1` (stereo not given)?
SSB-PriA inh: -11.0

Results for CC(=O)NC1C(OC(=O)CCn2c(=O)oc3ccccc32)OC(COC(C)=O)C(OC(C)=O)C1OC(C)=O (stereo not given) ?
SSB-PriA inh: -12.0

The final 5 entries of the section above open the next one.
Results for Cc1ccc(Cl)c2sc(N(CCN(C)C)C(=O)c3ccn(C)n3)nc12 ?
SSB-PriA inh: 8.0

Results for C=CCc1cccc2cc(C(C)=O)c(=O)oc12 ?
SSB-PriA inh: -3.0

Results for Cc1ccc2c(c1)NC(C(=O)Nc1ccc(-c3ccccc3)cc1)NS2(=O)=O (stereo not given) ?
SSB-PriA inh: 3.0

What do the screens show for `Cc1cc(C)c2nc(N3C(=O)C(=O)C(=C(O)c4ccncc4)C3c3ccc(Br)cc3)sc2c1` (stereo not given)?
SSB-PriA inh: -11.0

Results for CC(=O)NC1C(OC(=O)CCn2c(=O)oc3ccccc32)OC(COC(C)=O)C(OC(C)=O)C1OC(C)=O (stereo not given) ?
SSB-PriA inh: -12.0

Results for CN(C)CCN(C(=O)c1c[nH]c2ccccc12)c1nc2c(C(F)(F)F)cccc2s1 ?
SSB-PriA inh: -11.0

Results for CCCCN(CCCC)C(=O)N[C@@]1(C)CCS(=O)(=O)C1 ?
SSB-PriA inh: -20.0

How did O=C(NCc1ccc(Cl)cc1)NCc1cncc(-c2ccsc2)c1 do in these assays?
SSB-PriA inh: -21.0

How did O=C(Nc1ccc2c(c1)N(S(=O)(=O)c1ccc(F)cc1)CCC2)c1cccs1 do in these assays?
SSB-PriA inh: -13.0

What do the screens show for `COCCc1nnc(NC(=O)CCSc2ccc(F)cc2)o1`?
SSB-PriA inh: -7.0

How did Cc1ccc(CSCc2ccc(-c3nc(-c4cccs4)no3)o2)cc1 do in these assays?
SSB-PriA inh: -9.0

What do the screens show for `COc1ccc2ccccc2c1C=NNC(=O)c1ccccc1F`?
SSB-PriA inh: -11.2

What do the screens show for `O=C(Nc1ccn2nccc2c1)NC1CCCCC1`?
SSB-PriA inh: -10.0

How did COc1ccc(-c2nc(N)sc2CC(=O)O)cc1 do in these assays?
SSB-PriA inh: 4.0

Results for O=C(Nc1nnc(C23CC4CC(CC(C4)C2)C3)s1)c1ccccc1C(F)(F)F ?
SSB-PriA inh: -1.0

What do the screens show for `C=CCn1c(O)c(C=NN2CCOCC2)c(=O)[nH]c1=S`?
SSB-PriA inh: -10.6

How did Cc1csc(C(=O)N2CC(S(=O)(=O)c3ccc(F)cc3)C2)c1 do in these assays?
SSB-PriA inh: -8.0

What do the screens show for `CCOC(=O)C(CC)C(C)=NNC(=O)c1ccccc1O` (stereo not given)?
SSB-PriA inh: -11.7

How did O=C(NCc1ccco1)c1cc(=O)c(OCc2ccccc2)c[nH]1 do in these assays?
SSB-PriA inh: 0.0

Results for CC(C)Sc1ccc(CC(=O)N2CCCN(S(=O)(=O)c3cnn(C)c3)CC2)cc1 ?
SSB-PriA inh: -10.0

Results for Cc1ccc(Cl)cc1N1CCN(C(=O)Cc2csc(NC(=O)c3cnccn3)n2)CC1 ?
SSB-PriA inh: 6.0

How did COc1c(C)cc(S(=O)(=O)Nc2ccc3c(c2)CC(=O)N3)cc1C do in these assays?
SSB-PriA inh: -1.0

How did COCCn1c(=NC(=O)c2ccnn2C)sc2c(OC)ccc(OC)c21 do in these assays?
SSB-PriA inh: 5.0

Results for Cc1cc(C)c2nc(-n3nc(C)cc3NC(=O)c3ccc4ccccc4c3)sc2c1 ?
SSB-PriA inh: -12.0

Results for Cc1ccsc1C=NNC(=O)c1nnn(-c2nonc2N)c1CSc1ccccc1 ?
SSB-PriA inh: -1.9

What do the screens show for `COc1cccc2cc(C(=O)NCCSC3CCOCC3)oc12`?
SSB-PriA inh: -9.0

Results for Cc1nc(C)c(NC(=O)Nc2ccc(F)cc2)cc1NC(=O)Nc1ccc(F)cc1 ?
SSB-PriA inh: -3.0

How did O=C(NCC#CCN1CCOCC1)c1ccsc1 do in these assays?
SSB-PriA inh: -32.0

What do the screens show for `COC(=O)c1ccc2c(=O)n(CCC(=O)NCc3ccc(Cl)cc3)c(=S)[nH]c2c1`?
SSB-PriA inh: 2.0

How did COc1ccc(N=C2CC(C)(C)CC(=O)C2=C(O)c2ccccc2)cc1 do in these assays?
SSB-PriA inh: -3.9

What do the screens show for `O=c1ccc(-c2ccco2)nn1CCCNS(=O)(=O)Cc1ccccc1`?
SSB-PriA inh: -10.0&-6.0

Results for COc1ccc(NC(=O)Cn2c(-c3ccc(C)cc3)ncc(C#N)c2=O)cc1Cl ?
SSB-PriA inh: 4.0

Results for Cc1cccc(C(N)=NOC(=O)c2cccs2)c1 ?
SSB-PriA inh: -50.5

How did O=C(NN=Cc1ccc2c(c1)OCO2)c1sc2cc(Cl)ccc2c1Cl do in these assays?
SSB-PriA inh: -5.2

Results for CC(=O)c1cccc(S(=O)(=O)N2CCC(CSc3ccccn3)CC2)c1 ?
SSB-PriA inh: -4.0

How did Cc1ccc(Cl)c2sc(=NC(=O)c3ccc(C#N)cc3)n(C)c12 do in these assays?
SSB-PriA inh: 9.0

How did CCC(=O)N1CCCc2ccc(NS(=O)(=O)c3ccc(-c4ccccc4)cc3)cc21 do in these assays?
SSB-PriA inh: 2.0&9.0

How did CCCCNC(=S)NCCc1cc2cc(C)c(C)cc2[nH]c1=O do in these assays?
SSB-PriA inh: 19.0

What do the screens show for `Cc1ccccc1C=Nn1c(-c2ccccn2)n[nH]c1=S`?
SSB-PriA inh: 58.8*

Results for CCCN1CCCc2cc(CCNS(=O)(=O)CCC)ccc21 ?
SSB-PriA inh: 112.1*

Results for O=C(Nc1ccccn1)c1cnn2c1OCCC2 ?
SSB-PriA inh: -23.0

Results for COCCNc1oc(-c2ccc([N+](=O)[O-])cc2)nc1C#N ?
SSB-PriA inh: -9.0

Results for Cc1cc(C)n(CCNC(=O)[C@@H]2COCC(=O)N2Cc2ccccc2)n1 ?
SSB-PriA inh: -5.0

How did CC(=NNC(=O)c1ccc(O)cc1O)c1cccnc1 do in these assays?
SSB-PriA inh: -17.6

Results for O=C(NCCOc1ccccc1)Nc1cccs1 ?
SSB-PriA inh: -8.0

How did CON(C)C(=O)c1cc2n(n1)CCCO2 do in these assays?
SSB-PriA inh: -10.0

How did O=C(c1ccc(=O)[nH]c1)N1CCC[C@H](Cc2nc(-c3ccsc3)no2)C1 do in these assays?
SSB-PriA inh: 4.0

Results for CC(=O)c1ccc(O[C@@H]2O[C@H](CO)[C@@H](O)[C@H](O)[C@H]2O)cc1 ?
SSB-PriA inh: -15.4

Results for O=C(Cc1csc(NC(=O)c2ccc[nH]c2=O)n1)Nc1ccc(F)c(Cl)c1 ?
SSB-PriA inh: -10.0

How did c1ccc(-c2nnc(CNC3CCCC3)o2)cc1 do in these assays?
SSB-PriA inh: -10.0

How did Cn1nc(C(=O)Nc2ccccc2Cc2nc(-c3cccs3)no2)ccc1=O do in these assays?
SSB-PriA inh: 1.0

Results for O=C(c1ccc2ccccc2c1)N1CCN=C1SCc1ccc(Cl)cc1 ?
SSB-PriA inh: -6.0

What do the screens show for `COC(=O)c1ccc2nc(NC(=O)c3ccccc3S(C)(=O)=O)sc2c1`?
SSB-PriA inh: -1.0

How did Cc1sc(NC(=O)CS(=O)(=O)c2ccc(F)cc2)c(-c2nc3ccccc3s2)c1C do in these assays?
SSB-PriA inh: 4.0

What do the screens show for `CC1C(=O)N2CCCc3cc(S(=O)(=O)N(Cc4ccccc4)c4ccccc4)cc1c32` (stereo not given)?
SSB-PriA inh: 4.0

3 records picked at random from the list so far:
Results for O=C(c1ccc2ccccc2c1)N1CCN=C1SCc1ccc(Cl)cc1 ?
SSB-PriA inh: -6.0

How did Cn1nc(C(=O)Nc2ccccc2Cc2nc(-c3cccs3)no2)ccc1=O do in these assays?
SSB-PriA inh: 1.0

Results for CC(=O)c1ccc(O[C@@H]2O[C@H](CO)[C@@H](O)[C@H](O)[C@H]2O)cc1 ?
SSB-PriA inh: -15.4

(more compounds)
Results for O=C(NN=Cc1ccc[nH]1)c1ccccc1OCc1ccc(F)cc1 ?
SSB-PriA inh: -2.0

How did O=C(CCc1csc(NC(=O)c2ccc[nH]c2=O)n1)Nc1ccc(F)c(F)c1 do in these assays?
SSB-PriA inh: -8.0

How did CCCc1c(C(=O)NCc2ccccc2OC)nnn1-c1ccccc1 do in these assays?
SSB-PriA inh: -12.0

How did CCOc1ccc(C=NNC(=O)Cc2csc(Nc3cccc(C(F)(F)F)c3)n2)c(OCC)c1 do in these assays?
SSB-PriA inh: 20.9

How did CCOc1cc(C(=O)Nc2ccc3c(c2)C(=O)NC3=O)cc(OCC)c1OCC do in these assays?
SSB-PriA inh: 9.0

What do the screens show for `CCCn1c(C=NNc2nc3ccccc3[nH]2)nc2ccccc21`?
SSB-PriA inh: 14.3

Results for Cc1ccc(CC(=O)Nc2sc(-c3ccccc3)cc2C(N)=O)cc1 ?
SSB-PriA inh: -3.0

Results for O=C(CSc1nnc(CCn2ccc(=O)[nH]c2=O)o1)Nc1c(F)cccc1F ?
SSB-PriA inh: 15.0

Results for CCOC(=O)N1CCN(C(=O)CN2C(=O)/C(=C\c3cccs3)SC2=S)CC1 ?
SSB-PriA inh: -10.0

What do the screens show for `O=C(CCSc1ccccc1)N1CC(c2nc(Cc3ccccc3)no2)C1`?
SSB-PriA inh: 2.0

What do the screens show for `CCC(=O)c1ccc2c(c1)CCCC2`?
SSB-PriA inh: -15.0

How did COc1cc(Nc2ccc(NC(=O)Nc3cccc(C)c3)cc2)nc(C)n1 do in these assays?
SSB-PriA inh: 5.0

What do the screens show for `CCOC(=O)N1CCc2c(sc(NC(=O)c3ccc(S(=O)(=O)N4CCCc5ccccc54)cc3)c2C(=O)OC)C1`?
SSB-PriA inh: -21.0

Results for Cc1ccc(CN2CCN(N=Cc3ccc(C(F)(F)F)cc3)CC2)c(C)c1 ?
SSB-PriA inh: -8.2

How did CC(C)c1ccc(Cc2nnc(N3CCOCC3)[nH]c2=O)cc1 do in these assays?
SSB-PriA inh: 4.0

How did COc1ccccc1C1C(=C(O)c2cnn(-c3ccccc3)c2C)C(=O)C(=O)N1CCN(C)C (stereo not given) do in these assays?
SSB-PriA inh: -7.3

How did O=C(Cn1cc(S(=O)(=O)Cc2ccccc2Cl)c2ccccc21)NC[C@H]1CCCO1 do in these assays?
SSB-PriA inh: -8.0

What do the screens show for `CCOC(=O)c1c(N=CC2C(=O)NC(=O)NC2=O)sc2c1CCC2`?
SSB-PriA inh: 9.6

How did CCOc1ccccc1N1C(=O)CNC1=S do in these assays?
SSB-PriA inh: 8.0

Results for O=[N+]([O-])c1ccc(C2CCCCC2=NOCc2cccc(F)c2)c([N+](=O)[O-])c1 (stereo not given) ?
SSB-PriA inh: 5.7

What do the screens show for `CCOc1cn(C)c(C(=O)Nc2ccc(Cl)c(Cl)c2)cc1=O`?
SSB-PriA inh: 0.0

How did Cc1cccc(NC(=O)C(Br)C(C)C)c1 (stereo not given) do in these assays?
SSB-PriA inh: -19.0

Results for COc1ccc(C(=O)c2cnc(N=CN(C)C)s2)cc1 ?
SSB-PriA inh: -1.6

How did Cn1cc(C(=O)O)cc([N+](=O)[O-])c1=O do in these assays?
SSB-PriA inh: 15.0

Results for CSc1ccccc1NC(=O)C(=O)NCc1ccc([C@@H](O)c2ccco2)s1 ?
SSB-PriA inh: -4.0

What do the screens show for `COC(=O)C1=C(CS(=O)(=O)c2ccc(C(C)(C)C)cc2)NC(=O)N[C@H]1c1ccccc1Cl`?
SSB-PriA inh: -4.0

How did CS(=O)(=O)c1ccc(CCCN)cc1 do in these assays?
SSB-PriA inh: 0.0

What do the screens show for `O=C(COc1ccc(Cl)cc1)Nc1ccc2c(c1)CCCN2S(=O)(=O)c1cccs1`?
SSB-PriA inh: -18.0

What do the screens show for `Oc1ccc(N=Nc2ccc3c(c2)OCO3)c2cccnc12`?
SSB-PriA inh: 7.0

Results for CCOc1coc(C(=O)NCCc2ccc(Cl)cc2)cc1=O ?
SSB-PriA inh: 7.0

The list goes on, overlapping the part above by 2 compounds.
What do the screens show for `Oc1ccc(N=Nc2ccc3c(c2)OCO3)c2cccnc12`?
SSB-PriA inh: 7.0

Results for CCOc1coc(C(=O)NCCc2ccc(Cl)cc2)cc1=O ?
SSB-PriA inh: 7.0

How did Cn1nc(C(=O)NCCN2Cc3cc(Cl)ccc3OCC2=O)c2ccccc21 do in these assays?
SSB-PriA inh: -11.0

Results for Cc1cc(C)nc(SCc2nnc(SCC(=O)Nc3nccs3)o2)n1 ?
SSB-PriA inh: -14.0

How did COc1ccc(-c2nc(CNC(=O)C3CCN(c4cc(C5CC5)ncn4)CC3)cs2)cc1 do in these assays?
SSB-PriA inh: 6.0

Results for COc1cc(OC)cc(-c2noc(Cn3ccn4nc(-c5ccc(F)cc5)cc4c3=O)n2)c1 ?
SSB-PriA inh: -10.0

Results for COc1ccc(NC(=O)COc2ccnc3c2CCCC3)cc1Cl ?
SSB-PriA inh: -11.0

How did O=C(Nc1cc(Cl)ccc1Cl)N1CCN(c2cc(C3CC3)ncn2)CC1 do in these assays?
SSB-PriA inh: -10.0

Results for COC(=O)c1cn(-c2ccccc2)nc1-c1ccc(Br)cc1 ?
SSB-PriA inh: -15.0&-12.0

How did O=C(Nc1ncc(Cc2ccc(Cl)c(C(F)(F)F)c2)s1)c1ccc2snnc2c1 do in these assays?
SSB-PriA inh: -2.0&1.0

What do the screens show for `Cc1nn(C)c(C)c1C=NO`?
SSB-PriA inh: 11.0

These rows are one share of the data; rates above refer to the full screens.
